# LmPK inhibitor – qHTS Assay for Inhibitors of Leishmania Mexicana Pyruvate Kinase (LmPK). purified LmPK, Kinase-Glo ATP luminescence, 1 h. actives 0.37% (n = 290,000). Potency, µM (series often up to 57.5 µM), inactives show at the top dose activity change, negative = inhibition, most hits filed as inhibitors. Q27686. AID 1721, 2009; note: potency is the fitted concentration of half-maximal effect; % is set by controls: 0 for no effect and ±100 for the full control effect
# Target sequence (Q27686 whole entry, looked up): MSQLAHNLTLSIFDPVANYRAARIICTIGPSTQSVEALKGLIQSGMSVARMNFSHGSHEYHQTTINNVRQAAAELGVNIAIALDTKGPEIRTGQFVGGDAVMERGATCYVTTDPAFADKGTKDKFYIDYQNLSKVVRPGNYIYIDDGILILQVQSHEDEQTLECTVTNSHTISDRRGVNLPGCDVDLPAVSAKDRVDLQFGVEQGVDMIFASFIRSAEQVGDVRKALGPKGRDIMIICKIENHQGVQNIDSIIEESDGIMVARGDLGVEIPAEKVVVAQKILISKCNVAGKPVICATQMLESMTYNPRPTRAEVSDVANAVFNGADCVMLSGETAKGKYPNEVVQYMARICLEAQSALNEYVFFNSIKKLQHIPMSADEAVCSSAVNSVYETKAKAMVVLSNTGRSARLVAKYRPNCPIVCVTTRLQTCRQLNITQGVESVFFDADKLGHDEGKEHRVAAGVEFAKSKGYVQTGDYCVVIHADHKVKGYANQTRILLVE
#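 ATP generated from ADP (0.1 mM) and PEP (0.5 mM) by 0.1 nM LmPK over 1 h at room temperature (pH 7.2 imidazole buffer) was detected by coupled luciferase luminescence. Values were normalized to uninhibited and no-enzyme wells.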
# Pf growth 96h – Primary qHTS for delayed death inhibitors of the malarial parasite plastid, 96 hour incubation; actives 6.9% (n = 320,000); P. falciparum luciferase reporter growth, 96 h; Potency, µM (top dose mostly 28.7 µM), without a hit: at the top dose activity change, negative = inhibition, actives largely listed as inhibitors; note: potency is the fitted concentration of half-maximal effect; % is set by controls: 0 for no effect and ±100 for the full control effect
#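 Erythrocytes infected with luciferase-expressing P. falciparum were dispensed at 2% hematocrit and 0.05% parasitemia (final), then incubated with compounds 96 hours at 37 C in 5% CO2. Luminescence after detection reagent addition reported growth.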
# AMA1 RON2 block – qHTS for Inhibitors of AMA1-RON; Towards Development of Antimalarial Drug Lead: Primary Screen. Plasmodium falciparum AMA1 (3D7) - RON2 peptide interaction. AlphaScreen AMA1-biotinylated RON2 peptide binding. Potency, µM (top dose mostly 58.2 µM), without a hit: at the top dose activity change, negative = inhibition, usual class: inhibitors. actives 0.2% (n = 360,000). AID 720542, 2013;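 note: potency is the fitted concentration of half-maximal effect; 0% = vehicle wells and -100% = peptide control; nearly all actives have a fitted effect of over 45% in size; some results filed as inactive show a strong effect at the top dose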
#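 AMA1 (3D7) with his tag at 25 nM final met compounds first, then biotinylated RON2 peptide at 25 nM; detection used donor plus acceptor beads, 10 µg/mL apiece, read by AlphaScreen after 30 min at room temperature.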
# TbPYK inhibitor – qHTS of Trypanosoma Brucei Inhibitors. Potency, µM (highest dose often 76.8 µM), without a hit: top-dose activity, negative = inhibition, hits mostly inhibitors. TbPYK enzyme, Kinase-Glo Plus ATP luminescence, 45 min. pyruvate kinase (Trypanosoma brucei), Q57TT1. AID 624173, 2012. actives 0.12% (n = 410,000); note: potency is the fitted concentration of half-maximal effect; % is set by controls: 0 for no effect and ±100 for the full control effect; nearly all actives have a fitted effect of over 50% in size
#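 Assay buffer: 50 mM TEA pH 7.2, 100 mM KCl, 10 mM MgCl2, 0.05% BSA, 0.01% Tween-20. Pyruvate kinase from T. brucei plus substrate met compound, then ADP (130 uM final). Luminescence was read post 45 min RT.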
# Pf growth 48h – Primary qHTS for delayed death inhibitors of the malarial parasite plastid, 48 hour incubation; P. falciparum luciferase growth in erythrocytes, 48 h; Potency, µM (top dose mostly 28.7 µM), for the others: at the top dose activity change, negative = inhibition, usual class: inhibitors; AID 504832, 2011; actives 5.9% (n = 310,000); note: potency is the fitted concentration of half-maximal effect; % is set by controls: 0 for no effect and ±100 for the full control effect
#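 Compounds are pin-transferred into medium, infected erythrocytes (2% hematocrit, 0.1% parasitemia final) are added, and plates sit one parasite generation at 37 C in 5% CO2. Detection reagent is then added and luminescence measured.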
# CHX counter – Cycloheximide Counterscreen for Small Molecule Inhibitors of Shiga Toxin | max response, % | actives 12% (n = 300,000) | cell reporter, cycloheximide protein synthesis inhibition counterscreen; in the data active = max response mostly above about 13%, no sharp cut-off; inactive = mostly below about 14%; note: read at 38.3 µM for the half of the compounds with a filed dose; 0% is about no effect
# Shiga inhibitor – A qHTS for Small Molecule Inhibitors of Shiga Toxin. Vero cells, Shiga toxin protein synthesis inhibition reporter. inhibition, % at 38.7 µM. actives 9.2% (n = 290,000); in the data active = inhibition mostly above about 28%, no sharp cut-off; inactive = mostly below about 43%; note: 0% is about no effect
# * = called active by the depositor; ? = inconclusive; · = not tested or not shown; & = joins results of further samples; [ ] = dose if it differs, or a comment. Unless noted, calls come from the whole dose curve; as a rule, active = well fitted curve in the direction sought with a large enough effect; inconclusive = small, poorly fitted or top-dose-only effect, or another doubt; inactive = no such curve, though single readings can be large; an effect the other way counts as inactive or inconclusive.
# Screens by letter – A = LmPK inhibitor; B = Pf growth 96h; C = AMA1 RON2 block; D = TbPYK inhibitor; E = Pf growth 48h; F = CHX counter; G = Shiga inhibitor
1. CC(Sc1ccccc1)C(=O)N1CCN(S(=O)(=O)c2cccc(Br)c2)CC1 (configuration not stated)
  A: 1%; B: -34%; C: ?; D: -1%; E: -7%; F: -3; G: -5
2. CC(=O)NCC(=O)N(C)C(C(=O)Nc1ccc2c(c1)OCCO2)c1ccc(C)cc1 (configuration not stated)
  A: -6%; B: 5%; C: -17%; D: -16%; E: -3%; F: 15; G: 4
3. COCCN1C(=O)C(=O)/C(=C(/O)c2ccc(S(=O)(=O)N3CCCCC3)cc2)C1c1ccc(O)c(OC)c1 (configuration not stated)
  A: 8%; B: 14%; C: -2%; D: -2%; E: 19%; F: -4; G: -9
4. CCOC(=O)CSC1=C(C#N)C(c2sccc2C)C(C(C)=O)=C(C)N1 (configuration not stated)
  A: -1%; B: 9%; C: -1%; D: ?; E: -18%; F: 0; G: 19
5. Cc1ccccc1CN1CCN(c2ccc(Cl)cc2)CC1
  A: -4%; B: -2%; C: ?; D: 29%; E: 20%; F: -4; G: -6
6. COc1ccc(C)cc1COC(=O)c1[nH]c(C)c(C(C)=O)c1C
  A: 1%; B: 12µM*; C: -8%; D: -12%; E: ?; F: -2; G: 5
7. O=C(O)c1ccccc1C(=O)Nc1ccc(Br)c2cccnc12
  A: 3%; B: ?; C: -19%; D: 4%&-19%; E: 15%; F: 0; G: 13
8. Cc1cnc(NC(=O)c2sc(Nc3ccccc3)nc2N)o1
  A: -2%; B: 8%; C: 37%[activator]; D: -3%; E: 29%; F: 28*; G: 90*
9. COc1ccc(S(=O)(=O)N2Cc3ccccc3CC2C(=O)O)cc1 (configuration not stated)
  A: 1%; B: -32%; C: 19%; D: ·; E: ·; F: 5; G: 17
10. COc1cccc(CN2CCN(Cc3cccc(F)c3)CC2)c1
  A: 0%; B: ?; C: 16µM*; D: 22%; E: 21%; F: -1; G: -4
11. COCc1cc(=O)[nH]c2cc(NC(=O)c3cccc(OC)c3)c(C)cc12
  A: -3%; B: -1%; C: 1%; D: -2%; E: 0%; F: -4; G: 1
12. Oc1ccc(C=Nc2ccc(N3CCOCC3)cc2)c(O)c1
  A: -12%; B: ·; C: 23%; D: 3%; E: -30%; F: -6; G: -4
13. C=CCn1cc(C(=O)OC)c(=O)c2cc(S(=O)(=O)N3CCC(C)CC3)ccc21
  A: 2%; B: 17%; C: -4%; D: -4%; E: 2%; F: -1; G: -9
14. CCOC(=O)Cn1nnnc1C(C(C)C)N(Cc1cc2c(C)cc(C)cc2[nH]c1=O)C1CCCC1 (configuration not stated)
  A: 8%; B: 10%; C: 2%; D: 6%; E: 6.6µM*; F: 3; G: -6
15. Cc1noc(C)c1CSCC(=O)OCC(=O)NC1CCCCC1
  A: -3%; B: 43%[activator]; C: 15%; D: 2%; E: 8%; F: -3; G: -9
16. NC(=O)C1CCN(c2nc(-c3cccc(Cl)c3)cs2)CC1
  A: ·; B: ?; C: ·; D: -19%; E: ?; F: ·; G: ·
17. CCO[C@@H]1OC(C(=O)NCc2nc3ccccc3[nH]2)=C[C@H](C)[C@H]1CCCO
  A: 0%; B: 5%; C: 24%; D: 6%; E: 2%; F: 7; G: 10
18. CCn1c2ccccc2c2cc(NC(=O)c3cccc(OC)c3)ccc21
  A: 12%; B: -35%; C: -2%; D: 9%; E: ?; F: 20*; G: 95*
19. CC(=O)N1N=C(c2cccs2)CC1c1cccc([N+](=O)[O-])c1 (configuration not stated)
  A: 2%; B: 139%[activator]; C: 0%; D: -4%; E: -12%; F: 1; G: -6
20. COc1ccccc1-c1c(C)oc2cc(OCC(=O)OCc3ccccc3)ccc2c1=O
  A: 2%; B: 1%; C: 13%[2.32 µM]; D: -4%; E: -23%; F: 1; G: -16
21. C=CCN(c1ccccc1C(=O)O)S(=O)(=O)/C=C/c1ccccc1
  A: 0%; B: ?; C: 2%; D: 7%; E: 0%; F: -3; G: -11
22. O=C(CSCc1c(Cl)cccc1Cl)N1CCOCC1
  A: 1%; B: 3%; C: 22%; D: -4%; E: -3%; F: 2; G: -4
23. CC(C)C(c1nnnn1C(C)(C)C)N1CCOCC1 (configuration not stated)
  A: -2%; B: 11%; C: ?; D: 5%; E: 9%; F: 0; G: 5
24. COc1ccc(-c2nnn(CC(=O)NCc3ccc4c(c3)OCO4)n2)cc1OC
  A: 5%; B: 14%; C: 19%; D: 1%; E: 4%; F: 1; G: -11
25. O=C(O)c1cc(-c2cccs2)nc2ccc(F)cc12
  A: 0%; B: 6%; C: -2%; D: 6%; E: 42%[activator]; F: -4; G: -5
26. COc1cccc(NC(=O)C(=O)N/N=C/c2ccc3c(c2)OCO3)c1
  A: 0%; B: 10µM*; C: -8%; D: 1%; E: 0%; F: 26*; G: 56
27. COc1ccc(CN2CCNC(=O)C2CC(=O)O)cc1OC (configuration not stated)
  A: -3%; B: 7%; C: -4%; D: -18%; E: -2%; F: -4; G: -18
28. COc1ccc(-c2[nH]ncc2N=Nc2cc(C)cc(C)c2)cc1
  A: 0%; B: ?; C: -12%; D: 4%; E: ?; F: 3; G: -5
29. Cc1nn(CC(=O)NCC(C)c2ccccc2)c(=O)c2cc(-c3ccccc3)nn12 (configuration not stated)
  A: -15%; B: 16%; C: 1%; D: -2%; E: 6%; F: -7; G: -9
30. COc1ccc(NC(=S)NC(=O)/C=C/c2cccs2)cc1
  A: 4%; B: -6%; C: 29%; D: 1%; E: -8%; F: 14; G: 22
31. CC(NC(=O)/C(=C/c1ccc2c(c1)OCO2)NC(=O)c1cccc([N+](=O)[O-])c1)C(=O)O (configuration not stated)
  A: -7%; B: ?; C: -18%; D: 3%; E: 14%; F: 19; G: -13
32. O=C(NCc1ccccc1)c1c(Cl)nc(Cl)c(Cl)c1Cl
  A: 1%; B: 30%[activator]; C: 29%; D: -7%; E: 8%; F: -7; G: -13
33. CCOC(=O)c1cc(-c2ccccc2)n(CC(=O)Nc2cccc(OC)c2)c1C
  A: -3%; B: ?; C: -6%; D: -12%; E: -13%; F: -2; G: 2
34. O=c1c2ccccc2nc2n1CCCS2
  A: -4%; B: -2%; C: -3%; D: -8%; E: 4%; F: -3; G: -13
35. O=C(NCCCN1CCOCC1)c1ccc(-n2nc(C(F)(F)F)cc2-c2cccs2)cc1
  A: 3%; B: ·; C: -7%; D: 2%; E: 9.3µM*; F: -2; G: -15
36. Cc1c([N+](=O)[O-])ccc(S(=O)(=O)N2CCC(C(N)=O)CC2)c1C
  A: -3%; B: -4%; C: -1%; D: -17%; E: -4%; F: -1; G: 8
37. CCOc1ccc(NC(=O)Cc2ccccc2)cc1
  A: ?; B: 0%; C: 0%[11.6 µM]; D: -12%; E: 155%[activator]; F: 93*; G: 104*
38. CCn1cc(CNc2nc3nonc3nc2N2CCCCC2)cn1
  A: -5%; B: ?; C: 9%; D: 5%; E: ?; F: 1; G: 19
39. C/C(=N\NC(=O)c1nnn(-c2nonc2N)c1CN(C)c1ccccc1)c1ccc(O)cc1
  A: -3%; B: 26%; C: 48%[activator]; D: -2%; E: 5%; F: 1; G: -8
40. CC(NC(=O)c1ccco1)C(c1cccs1)N1CCN(c2ccccc2F)CC1 (configuration not stated)
  A: 8%; B: ·; C: -5%; D: 0%; E: ?; F: 7; G: 47
41. O=C(CCCc1c[nH]c2ccccc12)NCc1ccccc1C(F)(F)F
  A: 1%; B: 49%[activator]; C: -10%; D: -1%; E: -1%; F: -2; G: -6
42. O=C1NC(=Nc2cccnc2)S/C1=C\c1cccc(F)c1
  A: 0%; B: 7%; C: -5%; D: -6%; E: 22%; F: -2; G: -10
43. CCCCCN(C(=O)CCC(=O)OCCOc1cccc(Cl)c1)c1c(N)n(CCCC)c(=O)[nH]c1=O
  A: ·; B: 2%; C: 21%; D: -1%; E: ?; F: ·; G: ·
44. CCCNC(=O)CN1CCN(c2cc3ccccc3c(Cl)n2)CC1
  A: -1%; B: ?; C: 10%; D: 1%; E: ?; F: -2; G: 1
45. O=C(COC(=O)c1cc(Br)ccc1O)NNC(=O)c1cccs1
  A: ·; B: 26%; C: 24%; D: 0%; E: -10%; F: ·; G: ·
46. Cc1cc(=O)[nH]c(SCC(=O)NNC(=O)Cc2ccccc2)n1
  A: 0%; B: 14%; C: 31%[activator]; D: -2%; E: 31%[activator]; F: 10; G: -3
47. Fc1ccc(-n2c(-c3ccco3)n[nH]c2=S)cc1
  A: ?; B: 4%; C: 47%[activator]; D: 8.9µM*; E: 28%; F: -1; G: -3
48. CC(C)CCn1c(COc2ccccc2)nn(CCC#N)c1=S
  A: 7%; B: 1%; C: 9%; D: 2%; E: -5%; F: 1; G: -2
49. CCN(Cc1ccccc1)Cc1ccc(OCc2ccccc2)cc1
  A: -1%; B: 3%; C: ?; D: 19%; E: 38%[activator]; F: 15*; G: 26
50. Cc1c2cnn(CC(=O)N3CCC4(CC3)OCCO4)c(=O)c2c(C)n1Cc1ccc(F)cc1
  A: 0%; B: -15%; C: -12%; D: 0%; E: -13%; F: -2; G: 3
51. Cc1ccc(OCCCCN(C)Cc2ccccc2)c(Br)c1
  A: -7%; B: 44%[activator]; C: -3%[11.6 µM]; D: -5%; E: ?; F: -2; G: -3
52. CN(C)Cc1n[nH]c(=O)c2ccccc12
  A: 0%; B: -15%; C: 0%; D: -10%; E: -14%; F: -1; G: -9
53. O=C(NCCCc1ccccc1)Nc1ccccc1
  A: -5%; B: 91%[activator]; C: -1%; D: -5%; E: -16%; F: 19; G: 35
54. O=C(O)c1ccccc1N=Nc1c(O)[nH]c(=O)[nH]c1=O
  A: 6%; B: -7%; C: 142%[activator]; D: -1%; E: 3%; F: 1; G: -5
55. CCOC(=O)C1CCCN(c2c(NCCCN(C)c3ccccc3)c(=O)c2=O)C1 (configuration not stated)
  A: 3%; B: 10%; C: -4%; D: -2%; E: ·; F: -1; G: -7
56. FC(F)Sc1ccc(NC2=NCCCCC2)cc1
  A: -10%; B: 30%[activator]; C: 12%; D: -25%; E: 14%; F: -1; G: 3
57. COCc1nnc(NC(=O)CSc2ccccc2)s1
  A: -1%; B: ?; C: 29%; D: ·; E: 3%; F: 9; G: 13
58. COc1ccc(C(=O)N/C(=C\c2cn(S(=O)(=O)N(C)C)c3ccccc23)C(=O)NCCN2CCOCC2)cc1
  A: 2%; B: 6%; C: -11%; D: 1%; E: -27%; F: -1; G: -4

# High-throughput results (PubChem BioAssay)
